4-MU autofl = qHTS Assay for Spectroscopic Profiling in 4-MU Spectral Region. compound autofluorescence, 340/450 nm, 4-MU equivalents; hits give high values. max dye-equivalent concentration, M. 59,000 tested, 11% active; in the data active = max dye-equivalent concentration above about 10 nM; inconclusive = mostly about 1.1 nM to 9.6 nM
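Intrinsic fluorescence at 340/450 nm (ex/em) was read after 15 min at room temperature in pH 8.0, 100 mM Tris. Each compound concentration expressed as 4-MU-equivalent concentration from a six-point 4-MU standard series on each plate.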
Tau fil binding = qHTS Assay for Tau Filament Binding; 71,000 tested, 2% active; Potency, µM (series often up to 57.1 µM), for inactives: at the top dose activity change, negative = inhibition; Microtubule-associated protein tau (Homo sapiens), P10636; recombinant tau filaments, thioflavin S fluorescence, 15 h; filaments grown with octadecylsulfate alongside compound;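 note: potency is the fitted concentration of half-maximal effect; % is set by controls: 0 for no effect and ±100 for the full control effect; actives lower thioflavin S fluorescence by blocking filaments or displacing dye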
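Read-out: ThS fluorescence, 450 nm excitation/510 nm emission; lower signal marks blocked filament formation or displaced dye. Tau at 1 uM with 30 uM ODS, 10 uM ThS, 5 mM DTT, 100 mM NaCl, 10 mM HEPES pH 7.4; 15 h, 37 C.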
Fluorescein fluor = qHTS Assay for Spectroscopic Profiling in Fluorescein Spectral Region; Compound autofluorescence, 480/540 nm, fluorescein-equivalent; hits give high values; max fluorescein-equivalent concentration, M; 59,000 tested, 0.91% active; in the data active = max fluorescein-equivalent concentration above about 10 nM; inconclusive = between about 1.1 nM and that limit
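Library compounds, added at multiple concentrations to pH 8.0 Tris buffer (100 mM), incubate 15 min at room temperature before CCD imaging at 480 nm excitation and 540 nm emission.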
Casp7 inh = qHTS Assay for Allosteric/Competitive Inhibitors of Caspase-7 | recombinant caspase-7, Ac-DEVD-AFC fluorescence rate | AID 889, 2007 | 75,000 tested, 0.02% active | Potency, µM (highest dose often 57.5 µM), for the others: at the top dose activity change, negative = inhibition, most hits filed as inhibitors; active = well fitted inhibition curve with a large enough effect in the main read-out, with a control signal flat, not every such curve was filed as active; inconclusive = small, poorly fitted or top-dose-only effect, or a change in a side signal; note: potency is the fitted concentration of half-maximal effect; % of control where 0% means no effect
TexasRed autofl = qHTS Assay for Spectroscopic Profiling in Texas Red Spectral Region; max dye-equivalent concentration, M; 59,000 tested, 0.06% active; AID 587, 2007; Compound fluorescence, Texas Red channel, 547/618 nm; hits give high values; in the data active = max dye-equivalent concentration above about 10 nM; inconclusive = between about 1.1 nM and that limit
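Compound fluorescence was read after 15 min at room temperature in 100 mM Tris, pH 8.0, using 547 nm excitation and 618 nm emission across a concentration series. It was expressed as Texas Red dye-equivalent concentration from an on-plate standard curve.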
HEK293 cAMP ctrl = qHTS Assay for Agonists of the Thyroid Stimulating Hormone Receptor: Activators of Intracellular cAMP Concentrations in Parental HEK 293. parental HEK293 CNG cAMP sensor, membrane potential fluorescence. Potency, µM (top dose mostly 57.1 µM), inactives show at the highest dose activation, actives largely listed as activators. 73,000 tested, 2.5% active; note: potency is the fitted concentration of half-maximal effect; % of control where 0% means no effect; nearly all actives have a fitted effect of over 55% in size
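Counterscreen for endogenous-receptor signalling: CNG-channel HEK 293 cells report cAMP rise by membrane depolarization. After 60 min dye equilibration with 100 uM RO 20-1724, compounds incubated 30 min before bottom-read fluorescence at 590 nm.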
A350 autofl = qHTS Assay for Spectroscopic Profiling in A350 Spectral Region | Compound autofluorescence, 340/450 nm, Alexa 350 dye-equivalents; hits give high values | max dye-equivalent concentration, M | 59,000 tested, 11% active; in the data active = max dye-equivalent concentration above about 10 nM; inconclusive = mostly about 1.1 nM to 9.6 nM
Rhodamine autofl = qHTS Assay for Spectroscopic Profiling in Rhodamine Spectral Region; max dye-equivalent concentration, M; AID 594, 2007; 59,000 tested, 0.05% active; Rhodamine-region fluorescence, 547/598 nm, Tris buffer; hits give high values; in the data active = max dye-equivalent concentration above about 11 nM; inconclusive = between about 1.1 nM and that limit
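Intensities are converted to rhodamine-equivalent concentration using a six-point rhodamine standard on each plate. Compounds sit 15 min at room temperature in 100 mM Tris buffer, pH 8.0; read uses the 547/598 nm excitation/emission pair.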
ERK AVP inh = qHTS Assay for Inhibitors of the ERK Signaling Pathway using a Homogeneous Screening Assay; AID 995, 2007; 72,000 tested, 0.99% active; HEK293-V1b, vasopressin-stimulated pERK AlphaScreen; Potency, µM (doses to about 57.5 µM), for inactives: at the highest dose activity, negative = inhibition, most hits filed as inhibitors; note: potency is the fitted concentration of half-maximal effect; % is set by controls: 0 for no effect and ±100 for the full control effect; nearly all actives have a fitted effect of over 55% in size
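Overnight-seeded V1b-HEK293 cells in 1% FBS got compound, then vasopressin (25 nM final, 5 min, 37C), then lysis buffer. AlphaScreen detection of phospho-ERK; activity normalized to basal and full-stimulation controls.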
Caspase-1 inhib = qHTS Assay for Allosteric/Competitive Inhibitors of Caspase-1; P29466; Potency, µM (titrated, usually from 57.5 µM), for inactives: at the highest dose activity change, negative = inhibition, hits mostly inhibitors; Caspase-1 enzyme, Ac-WEHD-AFC fluorogenic rate; 75,000 tested, 0.03% active; AID 900, 2007;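 note: potency is the fitted concentration of half-maximal effect; plate controls were vehicle for no effect and no substrate for full effect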
FLuc inh = qHTS Assay for Inhibitors of Firefly Luciferase. Luciferin 4-monooxygenase (Photinus pyralis), P08659. purified firefly luciferase, luminescence, 8 min. Potency, µM (titrated, usually from 57.1 µM), inactives show at the top dose activity change, negative = inhibition, usual class: inhibitors. 72,000 tested, 2.2% active. AID 411, 2009; note: potency is the fitted concentration of half-maximal effect; % is set by controls: 0 for no effect and ±100 for the full control effect; nearly all actives have a fitted effect of over 40% in size
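qHTS concentration-response profiling: light output of P. pyralis luciferase with luciferin and 10 uM ATP, imidazole buffer pH 7.2. Read by luminescence after 8-min room-temperature incubation.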
* = called active by the depositor; i = inactive; ? = inconclusive; nt = not tested or not shown; [ ] = dose if it differs, or a comment. Unless noted, calls come from the whole dose curve; as a rule, active = well fitted curve in the direction sought with a large enough effect; inconclusive = small, poorly fitted or top-dose-only effect, or another doubt; inactive = no such curve, though single readings can be large; an effect the other way counts as inactive or inconclusive. The list is partial, so the mix of outcomes need not match the whole.

SMILES | 4-MU autofl | Tau fil binding | Fluorescein fluor | Casp7 inh | TexasRed autofl | HEK293 cAMP ctrl | A350 autofl | Rhodamine autofl | ERK AVP inh | Caspase-1 inhib | FLuc inh
COc1cc(OC)c(NC(=O)Cn2cccc2)cc1Cl | i | 2% | i | 0% | i | 19% | i | i | -16% | 2% | 3%
Cc1sc2ncnc(NCCCO)c2c1C | nt | -12% | nt | 0% | nt | -3% | nt | nt | -5% | 1% | -1%
Cc1ccc(-n2nc(C)c3c(C)c(CCC(=O)NCc4ccco4)c(C)nc32)cc1 | nt | i | nt | -6% | nt | 0% | nt | nt | 11% | 0% | 1%
O=C(Cn1cnc2c(nnn2-c2ccccc2)c1=O)NCCc1ccccc1 | nt | 6% | nt | -9% | nt | 22% | nt | nt | nt | -3% | 2%
COC(=O)Cn1c(CCS(=O)(=O)c2ccc(C)cc2)nc2ccccc21 | i | 8% | ? | 0% | i | 11% | i | i | -8% | -1% | 0%
CSc1ccc(S(=O)(=O)NC2CCCCCC2)cc1 | i | -22% | ? | -1% | i | 4% | i | i | 25% | -1% | -1%
CCCn1c(-c2ccc(F)cc2)nc2c(N3CCN(CCn4ccnc4)CC3)nc(C)nc21 | nt | 16% | nt | 2% | nt | ? | nt | nt | ? | 2% | nt
Cc1ccc(-n2ncc3c(NCc4ccc5c(c4)OCO5)ncnc32)c(C)c1 | i | nt | i | nt | ? | nt | i | i | nt | nt | 1%[25.5 µM]
O=S(=O)(NCC(c1cccnc1)N1CCN(c2ccc(F)cc2)CC1)c1cc(F)ccc1F (stereo not given) | i | 6% | i | 2% | i | -13% | i | i | 6% | 1% | 1%
Cc1ccc(NC(=O)c2cc(-c3cccc(O)c3)on2)cc1C | nt | 168% | nt | -1% | nt | 5% | nt | nt | 32µM* | 2% | -19%
CC1CCN(C(=O)C(Cc2ccccc2)NS(=O)(=O)c2ccc3c(c2)oc(=O)n3C)CC1 (stereo not given) | nt | 14% | nt | 1% | nt | 5% | nt | nt | 1% | 2% | 2%
Cn1c(CSc2nc3ccccc3s2)nc2ccccc21 | ? | 4% | i | 0% | i | ? | ? | i | ? | -6% | -19%
Nc1nc(N2C(=O)C3CC=CCC3C2=O)nn1-c1ccccc1 (stereo not given) | 5.6e-08M* | -4% | i | -2% | i | -1% | 7.3e-08M* | i | 0% | -3% | 2%
COC(=O)CC[C@@H](C)[C@H]1CC[C@H]2[C@H]3CC[C@H]4C[C@@H]5CC[C@@]4(C)C3(O5)[C@@H](Br)[C@@H](Br)[C@@]12C | i | -2%[11.4 µM] | i | -3%[11.5 µM] | i | 5%[11.4 µM] | i | i | 0%[11.5 µM] | 0%[11.5 µM] | 2%[11.4 µM]
Cc1ccc(Cn2nnc3c(=O)[nH]c(C4CCCN(C(=O)Nc5ccc(F)cc5)C4)nc32)cc1 (stereo not given) | i | 11% | i | -28% | i | ? | i | i | -10% | -3% | -2%
C[C@@H](N)C(=O)O | nt | ? | nt | 1% | nt | 0% | nt | nt | -20% | -1% | 1%
O=C(NCC(c1cccs1)N1CCOCC1)c1cc2ccccc2o1 (stereo not given) | i | -12% | i | -3% | i | ? | i | i | 15% | 4% | -1%
CCCCN(CCCC)S(=O)(=O)c1ccc2oc(C(=O)N3CCOCC3)c(C)c2c1 | i | 4% | i | -3% | i | 27% | i | i | -8% | -4% | 3%
CCn1c(NCc2ccccn2)nc2c1c(=O)n(C)c(=O)n2C | i | -15% | i | 1% | ? | -3% | i | i | -11% | -1% | 2%
O=C(NC1CCCCC1)N(Cc1ccccc1)Cc1ccco1 | nt | -2% | nt | -3% | nt | 16µM* | nt | nt | -22% | -1% | 0%
Cc1ccc(N2CCN(CCC(=O)O)CC2)cc1 | i | 1%[11.4 µM] | i | 0%[11.5 µM] | i | 1%[11.4 µM] | i | i | -11%[11.5 µM] | 4%[11.5 µM] | 1%[11.4 µM]
COC(=O)c1ccc(Cl)c(NC(C)=O)c1 | i | -11% | ? | -2% | i | 0% | i | i | -14% | 1% | 0%
COc1cc(NS(=O)(=O)c2ccc(NC(=O)c3ccco3)cc2)nc(OC)n1 | i | 2% | ? | 0% | i | 4% | i | i | 4% | -1% | -34%
Cc1c(OCc2ccccc2)c(=O)ccn1Cc1ccccc1 | i | nt | i | nt | i | nt | i | i | nt | nt | -1%[25.5 µM]
CCSc1nnc(NC(=O)CSc2nc3c(c(=O)n2CC)SC(C)C3)s1 (stereo not given) | i | 5% | i | -1% | ? | 26% | i | i | 24% | 0% | 0%
O=C(CN(Cc1cccs1)C(=O)CNC(=O)c1ccco1)NC1CCCCC1 | i | -4% | i | 2% | ? | 8% | i | i | -14% | 0% | 3%
Cc1ccc(S(=O)(=O)NC(CC(=O)O)c2ccccc2)cc1 (stereo not given) | i | -19% | i | -5% | i | 23% | i | i | 0% | -6% | 2%
O=C(CCSc1ccccc1)Nc1ccc(S(=O)(=O)N2CCOCC2)cc1 | ? | 0% | i | 0% | i | 0% | ? | i | -21% | 2% | 4%
O=C1c2ccccc2C(=O)N1c1nc(-c2cccs2)cs1 | i | -5% | i | -6% | i | 0% | i | i | -11% | 0% | -9%
COC(=O)c1ccc(C2/C(=C(/O)c3ccc(OC)cc3)C(=O)C(=O)N2c2cc(C)on2)cc1 (stereo not given) | i | nt | 1e-08M* | nt | i | nt | i | i | nt | nt | 1%[25.5 µM]
O=C(CSc1nnc(CNC(=O)c2ccco2)o1)c1ccccc1 | i | -5% | ? | 0% | i | 2% | i | i | 12% | 0% | -1%
CCCc1[nH]nc2c1C(c1ccc(OC)c(CSC3=NCCS3)c1)C(C#N)=C(N)O2 (stereo not given) | 1.1e-07M* | -5% | i | 0% | i | 8% | 1.1e-07M* | i | -14% | 0% | 0%
Cn1c(=O)c2cc(S(=O)(=O)NC(Cc3ccccc3)C(=O)NCc3ccco3)ccc2n(C)c1=O (stereo not given) | nt | -15% | nt | -3% | nt | 0% | nt | nt | -17% | -1% | 1%
CC(C)CCN(C)C1CCN(C(=O)Nc2c(F)cccc2F)CC1 | nt | 1% | nt | -2% | nt | 3% | nt | nt | -16% | 1% | 3%
CC(=O)N1CCN(S(=O)(=O)c2ccc(C)cc2)C1C(C)C (stereo not given) | i | -1% | ? | 0% | i | 5% | i | i | -6% | 0% | -4%
O=C(NC1CCCC1)C1c2ccccc2C(=O)N1C1CCCCC1 (stereo not given) | i | 0% | ? | 0% | i | 29% | ? | i | 5% | 1% | 5%
O=C(C1=C(O)C(=O)N(Cc2ccccc2)C1c1ccncc1)c1ccco1 (stereo not given) | i | 9% | i | 0% | i | -1% | i | i | 8% | -1% | 3%
CCOc1ccc(OCC)c(NC(=O)CSc2nc3c(c(=O)n(C)c(=O)n3C)n2C)c1 | i | 1% | i | 0% | ? | 4% | i | i | -26% | 0% | 2%
Cn1nc(-c2ccc(OCC(=O)NCC3CCCO3)cc2)c2ccccc2c1=O (stereo not given) | i | -2% | i | -2% | i | 2% | ? | i | -3% | 0% | 1%
COc1ccc(NC(=O)N2CCN(S(C)(=O)=O)CC2)cc1OC | i | -8% | ? | 0% | i | -1% | ? | i | 12% | 1% | 2%
COc1ccc(C(=O)Nn2c(SCC(=O)NCC3CCCO3)nc3ccccc3c2=O)cc1 (stereo not given) | i | -1% | ? | -2% | i | 0% | i | i | -2% | 3% | -1%
Cc1ccc2oc(=O)c3cc(C(=O)NCc4ccco4)sc3c2c1 | nt | i | nt | -2% | nt | ? | nt | nt | 11% | 0% | -1%
O=C(CSc1nnc(-c2cccs2)n1CC1CCCO1)c1cc2ccccc2o1 (stereo not given) | i | 16µM* | i | -4% | i | ? | i | i | -7% | -6% | 2%
O=C(Nc1cccc(Cl)c1N1CCCC1)c1ccc(Br)o1 | i | 21% | i | 2% | i | 25µM* | i | i | 24% | -1% | 1%
CCOc1ccc2nc(NC(=O)Nc3cccs3)sc2c1 | nt | 51% | nt | -7% | nt | -3% | nt | nt | 32µM* | -6% | 0.63µM*
O=C(NCc1ccco1)c1cnn2c1NC(c1ccccc1)CC2C(F)(F)F (stereo not given) | i | nt | i | nt | i | nt | i | i | nt | nt | 0%[25.5 µM]
Cn1nnnc1SCC(=O)Nc1ccccc1N1CCCCC1 | i | -7% | ? | -2% | i | 19% | i | i | -10% | -3% | -2%
COCCSc1nnc(NC(=O)C2CCCCC2)s1 | i | -2% | i | 2% | i | 22% | i | i | -5% | 2% | 0%
Cc1cccc(CS(=O)(=O)Cc2ccc(C(=O)NCC3CCCO3)o2)c1 (stereo not given) | i | 2% | ? | -1% | i | -2% | i | i | -1% | 0% | 1%

Screening results (PubChem BioAssay)
